MITF primary: MITF inhibitors, primary screen, biochemical, AlphaScreen, human; inhibition, % at 2.6 µM; Microphthalmia-associated transcription factor (Homo sapiens), O75030; 650,000 tested, 0.91% active; AlphaScreen MITF homodimerization, bead proximity signal; in the data active = inhibition above about 50%;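 note: 0% = vehicle wells with protein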
GPR151 activ: activators of human GPR151, primary screen, cell-based, PathHunter beta-arrestin, luminescence. G-protein coupled receptor 151 (Homo sapiens), Q8TDV0. activation, % at 11.2 µM. PathHunter beta-arrestin GPR151 cells. 650,000 tested, 1% active; in the data active = activation above about 4.9%;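 note: 0% = median of compound wells and 100% = cells with positive control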
Target sequence (Q8TDV0 whole entry, looked up): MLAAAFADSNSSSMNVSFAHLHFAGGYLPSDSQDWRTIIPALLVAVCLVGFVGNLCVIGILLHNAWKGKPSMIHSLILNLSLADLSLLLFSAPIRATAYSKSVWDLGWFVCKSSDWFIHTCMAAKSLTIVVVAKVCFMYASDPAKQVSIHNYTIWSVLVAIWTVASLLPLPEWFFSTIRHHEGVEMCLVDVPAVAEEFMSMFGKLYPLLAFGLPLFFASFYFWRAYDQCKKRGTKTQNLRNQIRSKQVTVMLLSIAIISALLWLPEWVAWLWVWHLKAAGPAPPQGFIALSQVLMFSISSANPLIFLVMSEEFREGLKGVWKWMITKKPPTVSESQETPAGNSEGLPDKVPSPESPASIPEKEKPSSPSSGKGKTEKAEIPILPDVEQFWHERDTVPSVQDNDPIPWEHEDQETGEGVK
TEAD-YAP inh: TEAD-YAP interaction inhibition, primary screen, TEAD-YAP interaction inhibitor project, luminescence, HEK-TIYL cells; AID 1259422, 2018; TEAD-Gal4/YAP UAS-luciferase luminescence; 640,000 tested, 1.4% active; inhibition, % at 9.12 µM; in the data active = inhibition above about 32%;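 note: 0% = median of test compound wells and 100% = reference inhibitor wells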
FBW7 activator: FBW7 E3 ligase activators, primary screen, biochemical, AlphaScreen, human. 650,000 tested, 0.13% active. AlphaScreen FBW7–phospho-cyclin E peptide binding, activator screen. normalized activity (activation), % at 26.1 µM; in the data active = normalized activity above about 1.9%;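 note: purified mutant Fbw7 with reduced substrate affinity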
Target sequence (Q969H0 whole entry, looked up): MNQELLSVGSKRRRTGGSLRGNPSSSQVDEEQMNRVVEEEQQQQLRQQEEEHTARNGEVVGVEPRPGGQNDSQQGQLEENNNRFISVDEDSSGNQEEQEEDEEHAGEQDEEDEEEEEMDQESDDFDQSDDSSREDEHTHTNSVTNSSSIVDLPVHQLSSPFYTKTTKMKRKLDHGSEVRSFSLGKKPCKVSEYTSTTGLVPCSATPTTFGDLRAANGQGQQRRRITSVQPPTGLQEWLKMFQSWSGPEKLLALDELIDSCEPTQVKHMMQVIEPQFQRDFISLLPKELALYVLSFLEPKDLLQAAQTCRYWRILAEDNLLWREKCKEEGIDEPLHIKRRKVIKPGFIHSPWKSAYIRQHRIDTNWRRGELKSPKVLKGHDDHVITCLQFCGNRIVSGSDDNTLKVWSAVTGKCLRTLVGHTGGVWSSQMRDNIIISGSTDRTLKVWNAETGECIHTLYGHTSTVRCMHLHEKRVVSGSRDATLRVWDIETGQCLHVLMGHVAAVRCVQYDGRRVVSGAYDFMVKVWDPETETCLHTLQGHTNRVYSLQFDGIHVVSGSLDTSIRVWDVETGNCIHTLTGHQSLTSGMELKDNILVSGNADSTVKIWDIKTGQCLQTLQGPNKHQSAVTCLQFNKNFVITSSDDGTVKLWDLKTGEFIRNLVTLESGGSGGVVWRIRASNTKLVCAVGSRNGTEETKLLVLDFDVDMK
* marks the source's active call; other numbers are inactive results; & = joins results of further samples.

Screening O=C(Cn1nnc2ccccc21)N/N=C/c1c(O)ccc2ccccc12 returned MITF primary 15, GPR151 activ 5.7*, TEAD-YAP inh 18 and FBW7 activator -0.2.
CCC1Sc2ccccc2N(CC(=O)NC2CCCCC2C)C1=O (stereo not given) was read as MITF primary 4, GPR151 activ -1.1, TEAD-YAP inh 17 and FBW7 activator 0.8.
For Cc1cc(=O)[nH]c(SCC(=O)N2c3ccccc3CCc3ccccc32)n1 the results were MITF primary -4, GPR151 activ 0.3, TEAD-YAP inh -6 and FBW7 activator 0.3.
CC(C)(C)NC(=O)N1CCc2nc3ccccn3c(=O)c2C1 was read as MITF primary -1, GPR151 activ -1.4, TEAD-YAP inh 2 and FBW7 activator 0.0.
Screening CN(C)c1cccc2c(C(=O)c3ccccc3)ccc(N(C)C)c12 returned MITF primary -3, GPR151 activ 0.2, TEAD-YAP inh -6 and FBW7 activator -0.2.
`Cn1c(=O)cc(C(=O)Nc2ccc(Cl)c(Cl)c2)[nH]c1=O` gave MITF primary 0, GPR151 activ -0.7, TEAD-YAP inh 2 and FBW7 activator -0.1.
For O=C(CCc1nnc(Cc2ccc3c(c2)OCO3)o1)NCCCC1CCCC1 the results were MITF primary 0, GPR151 activ 6.9*, TEAD-YAP inh -2 and FBW7 activator 0.0.
`CCOc1ccccc1NC(=O)Nc1nnc(N2CCCC(C)C2)s1` (stereo not given) gave MITF primary -2, GPR151 activ 0.3, TEAD-YAP inh -7 and FBW7 activator -0.2.
COc1ccc2nc(NCCNS(=O)(=O)c3ccc4c(c3)OCCO4)c(C#N)cc2c1 was read as MITF primary -7, GPR151 activ 0.6, TEAD-YAP inh -4 and FBW7 activator 0.1.
Screening O=C(Cn1nc(C(F)(F)F)c2cccn2c1=O)NC1CCCC1 returned MITF primary -7, GPR151 activ -0.7, TEAD-YAP inh -2 and FBW7 activator -0.1.
For CC(C)N(CCNC(=O)Cc1cn(-c2ccc(NCCCN3CCCC3=O)nn2)c2ccccc12)C(C)C the results were MITF primary 7, GPR151 activ -1.7, TEAD-YAP inh -4 and FBW7 activator -0.1.
COc1ccc(-n2ncc3c(SCC(=O)NNC(=O)C4CCCCC4)ncnc32)cc1 was read as MITF primary 23, GPR151 activ -0.8, TEAD-YAP inh -15 and FBW7 activator 0.3.
O=C1CCC(CCNCc2ccc(F)cc2)N1CC1CCCO1 (stereo not given) was read as MITF primary -3, GPR151 activ -0.8, TEAD-YAP inh -4 and FBW7 activator 0.1.
For Cc1ccc(C(=O)N/N=C/c2ccc(O)cc2)o1 the results were MITF primary -7, GPR151 activ -5.9, TEAD-YAP inh -33 and FBW7 activator -0.1.
`O=C1c2ccccc2C(=O)N1OCCON1C(=O)c2ccccc2C1=O` gave MITF primary -16, GPR151 activ 0.3, TEAD-YAP inh 5 and FBW7 activator -0.2.

Compounds from the list above that contain nitrogen in an aromatic ring:
Screening O=C(Cn1nnc2ccccc21)N/N=C/c1c(O)ccc2ccccc12 returned MITF primary 15, GPR151 activ 5.7*, TEAD-YAP inh 18 and FBW7 activator -0.2.
For Cc1cc(=O)[nH]c(SCC(=O)N2c3ccccc3CCc3ccccc32)n1 the results were MITF primary -4, GPR151 activ 0.3, TEAD-YAP inh -6 and FBW7 activator 0.3.
CC(C)(C)NC(=O)N1CCc2nc3ccccn3c(=O)c2C1 was read as MITF primary -1, GPR151 activ -1.4, TEAD-YAP inh 2 and FBW7 activator 0.0.
`Cn1c(=O)cc(C(=O)Nc2ccc(Cl)c(Cl)c2)[nH]c1=O` gave MITF primary 0, GPR151 activ -0.7, TEAD-YAP inh 2 and FBW7 activator -0.1.
For O=C(CCc1nnc(Cc2ccc3c(c2)OCO3)o1)NCCCC1CCCC1 the results were MITF primary 0, GPR151 activ 6.9*, TEAD-YAP inh -2 and FBW7 activator 0.0.
`CCOc1ccccc1NC(=O)Nc1nnc(N2CCCC(C)C2)s1` (stereo not given) gave MITF primary -2, GPR151 activ 0.3, TEAD-YAP inh -7 and FBW7 activator -0.2.
COc1ccc2nc(NCCNS(=O)(=O)c3ccc4c(c3)OCCO4)c(C#N)cc2c1 was read as MITF primary -7, GPR151 activ 0.6, TEAD-YAP inh -4 and FBW7 activator 0.1.
Screening O=C(Cn1nc(C(F)(F)F)c2cccn2c1=O)NC1CCCC1 returned MITF primary -7, GPR151 activ -0.7, TEAD-YAP inh -2 and FBW7 activator -0.1.
For CC(C)N(CCNC(=O)Cc1cn(-c2ccc(NCCCN3CCCC3=O)nn2)c2ccccc12)C(C)C the results were MITF primary 7, GPR151 activ -1.7, TEAD-YAP inh -4 and FBW7 activator -0.1.
COc1ccc(-n2ncc3c(SCC(=O)NNC(=O)C4CCCCC4)ncnc32)cc1 was read as MITF primary 23, GPR151 activ -0.8, TEAD-YAP inh -15 and FBW7 activator 0.3.

Other results:
Screening COc1ccc(-c2cnnc(NCCc3nc(C)c(C)s3)n2)cc1 returned MITF primary 3, GPR151 activ -0.2, TEAD-YAP inh -7 and FBW7 activator 0.1.
`CCSc1nc2sc3c(c2c(=O)n1-c1ccccc1)CCCC3` gave MITF primary 17, GPR151 activ -1.4, TEAD-YAP inh 6 and FBW7 activator 0.8.
For Cc1cccc(C(=O)Nc2cc(C)c3c(=O)oc4ccccc4c3n2)c1 the results were MITF primary 8, GPR151 activ 1.8, TEAD-YAP inh 5 and FBW7 activator 0.0.
`O=C(CSc1ccccc1)Nc1ncc(S(=O)(=O)c2ccc([N+](=O)[O-])cc2)s1` gave MITF primary 15, GPR151 activ -0.7, TEAD-YAP inh -1 and FBW7 activator -0.3.
For CCOC(=O)N1CCC(NC(=O)c2cc(Sc3ccccc3Cl)nc3ccccc23)CC1 the results were MITF primary -7, GPR151 activ 0.7, TEAD-YAP inh 8 and FBW7 activator 0.0.
For CCN1CCc2c(OCc3ccccc3)cccc2C1=O the results were MITF primary 1, GPR151 activ -0.6, TEAD-YAP inh -6 and FBW7 activator -0.1.
O=C(CN1CCN(C(c2ccccc2)c2ccccc2)CC1)Nc1ccc2[nH]c(=O)[nH]c2c1 was read as MITF primary 6, GPR151 activ -1.0, TEAD-YAP inh 14 and FBW7 activator -0.1.
`O=C(O)CNC(=O)C(CS)Cc1ccccc1` (stereo not given) gave MITF primary -11&19, GPR151 activ -1.0&0.9, TEAD-YAP inh 3 and FBW7 activator -0.2&-0.1.
CC1=C(C(=O)NCc2ccccc2F)C2(CCCCCC2)OC1=O was read as MITF primary 3, GPR151 activ 0.3, TEAD-YAP inh -1 and FBW7 activator 0.1.
For O=C(NC(=S)NCc1cccnc1)c1ccc(Br)o1 the results were MITF primary 2, GPR151 activ 0.1, TEAD-YAP inh 1 and FBW7 activator -0.1.
Screening C[C@@H](Cn1nnc2ccccc21)NC(=O)Cn1nnc2ccccc21 returned MITF primary 4, GPR151 activ -0.1, TEAD-YAP inh -17 and FBW7 activator 0.0.
Screening OCCCNc1cc(-c2cncc(Br)c2)nc(-c2ccccc2)n1 returned MITF primary 10, GPR151 activ 4.2, TEAD-YAP inh -15 and FBW7 activator 0.9.
`CO[C@H]1O[C@@H]2O[C@@]3(C)CC[C@H]4[C@H](C)CC[C@@H]([C@H]1C)[C@@]24OO3` gave MITF primary 9, GPR151 activ 1.3, TEAD-YAP inh 2 and FBW7 activator 0.1.
Screening Cc1ccc(N2C(=O)NC(=O)/C(=C\c3cc(C)n(C4CC4)c3C)C2=O)cc1Cl returned MITF primary -3, GPR151 activ 2.5, TEAD-YAP inh 0 and FBW7 activator -0.1.
For CCN(CC)CCCNS(=O)(=O)c1cc(Br)cc2c1N(C(C)=O)CC2 the results were MITF primary -6, GPR151 activ 0.2, TEAD-YAP inh 1 and FBW7 activator 0.0.
`CCCOc1ccccc1NC(=O)c1ccc(N)cc1` gave MITF primary 5, GPR151 activ 0.8, TEAD-YAP inh 2 and FBW7 activator -0.1.
For Cn1c(=O)c2c(ncn2CC(O)CNC2=NCCCC2)n(C)c1=O (stereo not given) the results were MITF primary -9, GPR151 activ 0.6, TEAD-YAP inh 4 and FBW7 activator 0.0.
Screening O=C1c2ccc([N+](=O)[O-])cc2C(=O)N1CNc1cccc2ccccc12 returned MITF primary 7, GPR151 activ 1.1, TEAD-YAP inh -5 and FBW7 activator -0.1.
Screening O=C(NCCCN1CCCC1=O)c1cnc(N2CCc3ccccc3C2)s1 returned MITF primary -4, GPR151 activ 0.0, TEAD-YAP inh -19 and FBW7 activator -0.1.
For O=C(/C=C/c1ccco1)NCC1(c2ccccc2)CCOCC1 the results were MITF primary -4, GPR151 activ -0.4, TEAD-YAP inh -2 and FBW7 activator -0.2.
For N#Cc1c(NC(=O)CN2CCc3ccccc3C2)sc2c1CCCC2 the results were MITF primary 0, GPR151 activ 0.7, TEAD-YAP inh 7 and FBW7 activator -0.1.
Screening Cc1ccc(OC(C)C(=O)Nc2ccc(S(=O)(=O)N3CCCCC3)cc2)cc1 (stereo not given) returned MITF primary -2, GPR151 activ -0.6, TEAD-YAP inh -13 and FBW7 activator 0.0.
`Cc1nc(NC/C=C/c2ccco2)sc1-c1ccn(CCN2CCOCC2)n1` gave MITF primary -13, GPR151 activ -1.1, TEAD-YAP inh 0 and FBW7 activator 0.0.
Screening CCOC(=O)n1c(=O)oc2cc(Cl)ccc21 returned MITF primary 10, GPR151 activ -0.5, TEAD-YAP inh -4 and FBW7 activator 0.0.
Screening O=C(CCS(=O)(=O)c1ccccc1)Nc1nnc(-c2ccco2)o1 returned MITF primary 14, GPR151 activ 0.4, TEAD-YAP inh 7 and FBW7 activator -0.1.
O=Cc1c[nH]c2ccc(S(=O)(=O)N3CCc4ccccc4C3)cc12 was read as MITF primary 1, GPR151 activ 0.6, TEAD-YAP inh 3 and FBW7 activator -0.1.
CN1CCN(C(=O)C2CC(=O)N(C3CCCCC3)C2)CC1 (stereo not given) was read as MITF primary 10, GPR151 activ 0.0, TEAD-YAP inh -3 and FBW7 activator 0.5.
O=C(C1CCCO1)N1CCN(C(=S)NCC2CCCO2)CC1 (stereo not given) was read as MITF primary -1, GPR151 activ 0.5, TEAD-YAP inh -4 and FBW7 activator 0.1.
Screening C=CCN(c1ccccc1)S(=O)(=O)c1ccc2c(c1)OCCN2C(C)=O returned MITF primary 12, GPR151 activ -0.5, TEAD-YAP inh 14 and FBW7 activator 0.5.
For C/C(N)=C(/C#N)C(=O)CSc1ccc(C)cc1C the results were MITF primary -2, GPR151 activ -0.2, TEAD-YAP inh -23 and FBW7 activator 0.4.
CN(C)/C=C/c1c(C#N)c(=O)ncn1Cc1ccccc1 was read as MITF primary 6, GPR151 activ -0.5, TEAD-YAP inh 6 and FBW7 activator 0.0.
COc1ccc(C(=O)CN2C(=O)C(C)Oc3ccccc32)cc1 (stereo not given) was read as MITF primary -3, GPR151 activ -1.4, TEAD-YAP inh -36 and FBW7 activator -0.1.
Cc1c(NC(=O)NC(C)(C)C)sc(=S)n1C was read as MITF primary -14, GPR151 activ 0.6, TEAD-YAP inh -1 and FBW7 activator -0.1.
For Cn1c(C(=O)NCCCN2CCOCC2)cc2c(=O)[nH]c3ccccc3c21 the results were MITF primary 4, GPR151 activ -0.4, TEAD-YAP inh -9 and FBW7 activator -0.2.
For COc1c(OC(C)=O)ccc(/C=N\NC(=O)Cc2cccn2C)c1[N+](=O)[O-] the results were MITF primary 25, GPR151 activ -1.4, TEAD-YAP inh -9 and FBW7 activator 0.0.
`CCCS(=O)(=O)c1c(S(=O)(=O)CCC)c2c(N)cccn2c1C(=O)c1ccccc1` gave MITF primary -6, GPR151 activ 1.3, TEAD-YAP inh -10 and FBW7 activator 0.0.
`Cc1ccc(S(=O)(=O)N2CCOC2CNC(=O)C(=O)NCCCN(C)C)cc1` (stereo not given) gave MITF primary -6, GPR151 activ -1.7, TEAD-YAP inh -11 and FBW7 activator 1.3.
CCCC(=O)Nc1ccc(C(=O)N/N=C/c2cc(OC)ccc2O)cc1 was read as MITF primary 15, GPR151 activ -0.9, TEAD-YAP inh 4 and FBW7 activator 0.1.
O=S(=O)(c1cccc2nonc12)N1CCN(c2cccc(C(F)(F)F)c2)CC1 was read as MITF primary -1, GPR151 activ 0.1, TEAD-YAP inh 10 and FBW7 activator 0.0.
`Cc1ccc(S(=O)(=O)Nc2ccccc2C(=O)Nc2nc3c(cc4c5c(cccc53)CC4)s2)cc1` gave MITF primary -1, GPR151 activ -0.2, TEAD-YAP inh -2 and FBW7 activator 0.2.
CC(=O)NC(C)C(=O)OCc1ccc(Cl)cc1Cl (stereo not given) was read as MITF primary -1, GPR151 activ -2.6, TEAD-YAP inh -2 and FBW7 activator 0.2.
For CC[C@H](C)[C@@H]1NC(=O)[C@@H]2C[C@H](NC(=O)c3ccc(C(F)(F)F)cc3)CN2C1=O the results were MITF primary -7, GPR151 activ -0.7, TEAD-YAP inh 4 and FBW7 activator -0.1.
For CSCCC(NC(=O)c1ccccc1)c1nc(-c2ccccc2)no1 (stereo not given) the results were MITF primary 20, GPR151 activ 0.2, TEAD-YAP inh -12 and FBW7 activator -0.1.
For COc1ccc(CC(=O)Nc2ccc(-c3noc(-c4cccs4)n3)cc2)cc1 the results were MITF primary 7, GPR151 activ -0.3, TEAD-YAP inh -5 and FBW7 activator -0.1.
CNC(=O)CN(Cc1ccc(Cl)c(Cl)c1)S(=O)(=O)c1ccc(C)cc1 was read as MITF primary 0, GPR151 activ 0.4, TEAD-YAP inh 9 and FBW7 activator 0.1.
For Cc1cc(-c2ccccc2)nn1-c1nncn1N the results were MITF primary 6, GPR151 activ 0.1, TEAD-YAP inh -2 and FBW7 activator -0.1.

High-throughput results from PubChem.
